Abeta rescue = qHTS for compounds that reverse cellular toxicity of Amyloid beta (A-beta) peptide in yeast: Primary Screen | yeast expressing A-beta42, growth rescue, OD600, 48 h; response scale: 0% DMSO, 100% iron-clioquinol control | Potency, µM (top dose mostly 46.1 µM), for inactives: at the highest dose growth rescue, usual class: activators | actives 0.063% (n = 410,000) | AID 1347071, 2019; also: potency is read from the fitted curve at half-maximal effect; nearly all actives have a fitted effect of over 55% in size
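Growth rescue measured by 600 nm absorbance after 48 h yeast culture at 30 C with compound. Values normalized between DMSO and an equimolar ferric chloride plus clioquinol control.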
Nrf2 inh = Nrf2 qHTS screen for inhibitors; A549 ARE-Fluc reporter, luciferase luminescence, 18-24 h; Potency, µM (titrated, usually from 46 µM), for the others: top-dose activity change, negative = inhibition, actives largely listed as inhibitors; actives 2.1% (n = 360,000); also: potency is read from the fitted curve at half-maximal effect; % is scaled to controls: 0 for no effect and ±100 for the full control effect; nearly all actives have a fitted effect of over 60% in size
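Two sequential reads on A549 ARE_Fluc cells exposed to compound for 18-24 h: a CellTiter-Fluor fluorescence read for viability, then a luciferase luminescence read for Nrf2/ARE activity.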
Nrf2 activator = qHTS of Nrf2 Activators | AID 624171, 2012 | AREc32 ARE-luciferase reporter (MCF7-derived line), luminescence, 24 h | Potency, µM (top dose mostly 46.1 µM), without a hit: at the top dose activation, usual class: activators | actives 0.31% (n = 410,000); also: potency is read from the fitted curve at half-maximal effect; % of control where 0% means no effect; nearly all actives have a fitted effect of over 65% in size
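Reporter line AREc32 (ARE-Fluc), seeded overnight in OPTI-MEM with 5% FBS; compound pin-transferred, 24 hr at 37 deg C, 5% CO2; luminescent read-out.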
Mm-Cpn inhibitor = Inhibitors of TCP-1 ring complex (TRiC) of Methanococcus maripaludis (MmCpn): qHTS; purified Mm-Cpn ATPase, ADP Transcreener TR-FRET; Potency, µM (highest dose often 76.9 µM), for the others: at the top dose activity, negative = inhibition, actives largely listed as inhibitors; actives 0.031% (n = 330,000); also: potency is read from the fitted curve at half-maximal effect; % is scaled to controls: 0 for no effect and ±100 for the full control effect; nearly all actives have a fitted effect of over 80% in size
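Purified archaeal Mm-CPN (25nM final) preincubated 10 min at 37degC with compound, then 10uM ATP for 30 min at 37degC; ADP measured by HTRF Transcreener TR-FRET; buffer 30 mM TRIS pH 7.4, 100mM KCl, 5mM MgCl2, 1mM DTT.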
A549 tox = Nrf2 qHTS screen for inhibitors: counterscreen for cytotoxicity. A549 ARE-Fluc cells, CellTiter-Fluor viability, 18-24 h. Potency, µM (series often up to 46 µM), inactives show top-dose activity change, negative = cytotoxicity, most hits filed as inhibitors. actives 0.16% (n = 390,000); also: potency is read from the fitted curve at half-maximal effect; % is scaled to controls: 0 for no effect and ±100 for the full control effect
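Cytotoxicity counterscreen: CellTiter-Fluor fluorescence was measured in A549 ARE_Fluc cells after 18-24 h of compound exposure in a concentration series. The subsequent BugLite luminescent read reports ARE-luciferase activity.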
CCT modulator = High-Throughput Screening for Modulators of Cytosolic Chaperonin Activity. AID 651819, 2012. actives 0.3% (n = 360,000). activity change, % (no concentration beside the values), hits read low. purified chaperonin ATPase assay, HTRF ADP detection, 30 min; in the data active = activity change below about -30%; also: % is scaled to controls: 0 for no effect and ±100 for the full control effect
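Nucleotide hydrolysis assay: TRiC at 20–40 nM final (set by batch activity) with 10 uM ATP, 30 min at 37 °C, in presence of 76 uM compound. Detection by competitive ADP HTRF, 30 min ambient.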
TGFb inhibitor = qHTS for Inhibitors of TGF-b | actives 1.2% (n = 410,000) | AID 588855, 2011 | Potency, µM (doses to about 46.1 µM), for inactives: at the highest dose activity, negative = inhibition, most hits filed as inhibitors | HepG2 CAGA-GFP TGF-b/SMAD3 reporter, GFP fluorescence, 18 h; TGF-beta stimulated, 500 pg/mL final; also: potency is read from the fitted curve at half-maximal effect; % is scaled to controls: 0 for no effect and ±100 for the full control effect; nearly all actives have a fitted effect of over 65% in size
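Inhibition was scored as loss of TGF-beta-induced (500 pg/mL final, 18 hours, 37 degrees C) GFP in HEPG2 cells carrying a CAGA-GFP reporter, in DMEM with 1% FBS. Well GFP was summed per cell; Activity was normalised to unstimulated and stimulated DMSO wells, then concentration-response fitting.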
HepG2 viability = qHTS for Inhibitors of TGF-b: Cytotox Counterscreen. HepG2 CAGA-GFP viability, ATP luminescence, 18 h. Potency, µM (top dose mostly 46.1 µM), inactives show at the highest dose activity change, negative = cytotoxicity, hits mostly cytotoxic. actives 0.76% (n = 410,000). AID 588856, 2011; also: potency is read from the fitted curve at half-maximal effect; some results filed as inactive show a strong effect at the top dose
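CellTiter-Glo luminescence gave cytotoxicity after 18 hours at 37 degrees C. The cells were HepG2 CAGA-GFP in 1% FBS DMEM, stimulated with 500 pg/mL TGF-beta after compound addition. %Activity was normalised to no-cell wells (complete cell-killing) and DMSO (no toxicity), and curves were fitted and classified.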
Akt phos inh = HTS Assay for Inhibitors of Akt Phophorylation: Primary Screen | actives 0.32% (n = 360,000) | activity change, % for hits at 50 µM | AID 651550, 2012 | Neuro2A IGF-stimulated pAkt S473 HTRF, 20 min; hits give low values; in the data active = activity change below about -80%; inconclusive = mostly about -51% to -80%; also: % is scaled to controls: 0 for no effect and ±100 for the full control effect
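Single-point screen (50 µM final compound) in Neuro2A cells stimulated 20 min with 6 nM IGF at 37 deg C. After lysis, Ser473-phosphorylated Akt read by HTRF (ex 330 nm, em 615/665 nm) as the 665/615 ratio.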
Active calls of the source: *; i = inactive; ? = inconclusive; nt = no result given; [ ] = another dose, or the depositor's remark. Unless noted, calls follow the shape of the dose curve; as a rule, active = well fitted curve in the direction sought with a large enough effect; inconclusive = small, poorly fitted or top-dose-only effect, or another doubt; inactive = no such curve, though single readings can be large; an effect the other way counts as inactive or inconclusive.

SMILES | Abeta rescue | Nrf2 inh | Nrf2 activator | Mm-Cpn inhibitor | A549 tox | CCT modulator | TGFb inhibitor | HepG2 viability | Akt phos inh
O=C(CCN1C(=O)[C@@H]2Cc3ccccc3CN2C1=O)NCc1ccccc1 | -1.5% | 4.5% | -0.6% | 2.6% | -10.7% | -37.1* | -7.8% | -13.4% | nt
Cc1ccc(S(=O)(=O)N2CCC(=O)N(CCOCc3ccccc3)CC2)cc1 | 3.2% | -11.4% | 0.0% | -3.3% | -1.9% | 0.3 | -3.6% | -15.5% | i
Cc1cc(N2CCN(C)CC2)nc2ccc(NC(=O)c3ccc(C(C)(C)C)cc3)cc12 | -21.6% | -7.2%[9.27 µM] | -4.0% | nt | -11.0% | nt | ? | 12.6µM* | nt
CCOc1ccc(NC(=S)Nc2ccc3nsnc3c2)cc1 | -5.3% | 20.9% | 5.0% | -16.3% | -5.9% | -3.9 | 0.0% | -22.3% | i
COc1ccc(NC(=O)[C@H](Cc2ccccc2)N2Cc3ccccc3C2=O)cc1OC | -9.9% | 12.2% | 6.4% | nt | -12.9% | nt | -4.6% | -19.7% | nt
COc1ccc(CNC(=O)CCOc2ccc(C(C)(C)C)cc2)cc1 | 18.3% | nt | -0.4% | -0.6% | 4.1% | -0.2 | -10.8% | 0.2% | i
CCCC1(C)SC(NC(C)=O)=NN1C(C)=O (centres undefined) | 13.1% | 0.9% | -0.3% | 3.8% | -1.4% | -0.8 | -4.7% | -0.7% | i
O=C(CSc1nc2ccccc2s1)Nc1ccc(N2CCOCC2)c(Cl)c1 | -20.5% | -15.0% | 6.1% | -3.5% | 5.9% | 0.5 | -29.2% | -6.9% | i
COc1ccc2oc(=O)c(C(=O)NCc3cccnc3)cc2c1 | 18.5% | 28.4% | 2.6% | -4.6% | 4.9% | 0.0 | -0.2% | 8.2% | i
O=C(OCC(=O)N1CCc2ccccc2C1)c1cc(=O)[nH]c2ccccc12 | 2.5% | ? | 1.0% | -2.7% | 0.1% | -0.1 | -5.7% | -4.2% | i

Full records, quoted from the list. Values in the order: Abeta rescue	Nrf2 inh	Nrf2 activator	Mm-Cpn inhibitor	A549 tox	CCT modulator	TGFb inhibitor	HepG2 viability	Akt phos inh
COc1ccc(CNC(=O)CCOc2ccc(C(C)(C)C)cc2)cc1 across the screens: 18.3%	nt	-0.4%	-0.6%	4.1%	-0.2	-10.8%	0.2%	i
O=C(OCC(=O)N1CCc2ccccc2C1)c1cc(=O)[nH]c2ccccc12 across the screens: 2.5%	?	1.0%	-2.7%	0.1%	-0.1	-5.7%	-4.2%	i

Laid out differently: 3 of the compounds above
Compound	Abeta rescue	Nrf2 inh	Nrf2 activator	Mm-Cpn inhibitor	A549 tox	CCT modulator	TGFb inhibitor	HepG2 viability	Akt phos inh
CCOc1ccc(NC(=S)Nc2ccc3nsnc3c2)cc1	-5.3%	20.9%	5.0%	-16.3%	-5.9%	-3.9	0.0%	-22.3%	i
COc1ccc(NC(=O)[C@H](Cc2ccccc2)N2Cc3ccccc3C2=O)cc1OC	-9.9%	12.2%	6.4%	nt	-12.9%	nt	-4.6%	-19.7%	nt
COc1ccc(CNC(=O)CCOc2ccc(C(C)(C)C)cc2)cc1	18.3%	nt	-0.4%	-0.6%	4.1%	-0.2	-10.8%	0.2%	i

Further entries follow:
SMILES | Abeta rescue | Nrf2 inh | Nrf2 activator | Mm-Cpn inhibitor | A549 tox | CCT modulator | TGFb inhibitor | HepG2 viability | Akt phos inh
O=S(=O)(c1ccc(Br)s1)N1CCNCC1 | -2.5% | -14.7% | 0.3% | -1.6% | 13.6% | -1.3 | -7.6% | -6.8% | i
COC(=O)C1=C(C(=O)OC)[C@@H]2N(C)c3ccccc3[C@@]23C[C@@H](C(=O)OC)N(C(=O)C2CCC2)C3=N1 | 4.5% | 7.2% | -0.3% | -0.3% | -2.1% | -1.0 | 1.5% | -1.4% | i
CCN1CCN(C(c2cccs2)C(C)NC(=O)c2c(F)cccc2F)CC1 (centres undefined) | 5.0% | 0.8% | -0.7% | 0.2% | 3.9% | -2.9 | 1.0% | -2.3% | i
Cc1ccc(C)c(N2CCN(C(=O)CN3C(=O)CSc4c3c(C)nn4-c3ccccc3)CC2)c1 | -9.4% | 22.9% | 0.0% | nt | -0.3% | nt | -29.3% | -5.2% | nt
COc1cccc(-c2cc(C(F)(F)F)nc(-n3nc(C)c(Br)c3C)n2)c1 | 0.8% | 6.6% | 16.3% | nt | -3.0% | nt | 31.2%[activator] | 3.2% | nt
COc1ccc(NC(=O)COc2nsnc2N2CCOCC2)c(OC)c1 | 6.1% | 0.0% | 2.4% | 2.8% | 0.0% | -0.9 | 0.3% | -8.6% | i
CC(C)Cn1c(N)c(C(=O)COC(=O)c2ccc(O)cc2)c(=O)n(C)c1=O | -0.9% | -8.2% | -0.3% | -1.5% | 0.3% | -1.9 | -22.5% | 5.6% | i
Cc1ccc2[nH]c(=O)c(CN(C)S(=O)(=O)c3cccc4nonc34)cc2c1 | 6.0% | 4.9% | -0.6% | -2.8% | -0.9% | -2.6 | 18.0% | 14.3% | i
COc1ccc2c(=O)c3c(=O)n(Cc4ccccc4)c(C(C)C)nc3oc2c1 | -12.5% | -7.3% | -0.2% | nt | -12.7% | 1.0 | -5.0% | 6.6% | i
CC(C)Oc1cc(F)ccc1-c1cc(C(=O)NCc2ccccn2)[nH]n1 | -16.1% | nt | 0.3% | nt | nt | -1.3 | -2.4% | -4.8% | i

Continued, overlapping the part above by 2 compounds.
SMILES | Abeta rescue | Nrf2 inh | Nrf2 activator | Mm-Cpn inhibitor | A549 tox | CCT modulator | TGFb inhibitor | HepG2 viability | Akt phos inh
COc1ccc2c(=O)c3c(=O)n(Cc4ccccc4)c(C(C)C)nc3oc2c1 | -12.5% | -7.3% | -0.2% | nt | -12.7% | 1.0 | -5.0% | 6.6% | i
CC(C)Oc1cc(F)ccc1-c1cc(C(=O)NCc2ccccn2)[nH]n1 | -16.1% | nt | 0.3% | nt | nt | -1.3 | -2.4% | -4.8% | i
Cc1cc(C)nc(N/N=C/c2cccc3ccccc23)n1 | 11.8% | -2.6% | 4.1% | 1.6% | 4.1% | 1.5 | -17.6% | -43.5% | i
CCOc1ccc(NC(=O)CSc2c3c(nc4ccccc24)CCCC3)cc1 | 6.7% | -0.4% | 16.8% | nt | -8.9% | nt | ? | -56.7% | nt
COc1ccc2c(c1)CC/C(=C\Nc1ccc3c(c1)OCO3)C2=O | -7.7% | 17.8% | 5.2% | -21.2% | ? | -1.0 | 0.7% | -32.6% | i
CC(=O)NCCc1nc2cc(NC(=O)c3ccc(F)cc3)ccc2n1C | 6.2% | ? | -1.0% | -0.1% | -1.7% | 0.7 | -6.8% | 9.5% | i
O=C(CSc1nnc(-c2ccccc2)n1Cc1ccccc1)NC1CC1 | 15.2% | 1.0% | 0.5% | -0.6% | -1.2% | -1.2 | -0.1% | -27.9% | i
COc1cc(C(=O)NC(=S)Nc2ccc(N3CCCC3)cc2)cc(OC)c1OC | -3.9% | -12.5% | -0.3% | 0.6% | -5.1% | -2.1 | -0.4% | 14.6% | i
C/C(=N\NC(=O)Cn1nc(C)cc1C)c1ccc([N+](=O)[O-])cc1 | 7.1% | -1.0% | 0.0% | -0.3% | -18.1% | -2.8 | 2.0% | 3.6% | i
Cc1cnc(CN2CCc3c([nH]c4ccccc34)C2CC(C)C)[nH]1 (centres undefined) | -12.5% | -14.1% | 5.9% | 0.9% | -19.0% | 0.2 | -23.1% | -16.1% | i

High-throughput results: PubChem, National Center for Advancing Translational Sciences (NCATS)
